Assay outcomes deposited in PubChem by several laboratories.
TWEAK Fn14 block: TWEAK-Fn14 signaling inhibition; TWEAK-stimulated Fn14 reporter cells, luciferase luminescence, 8 h; inhibition, % at 10 µM; 360,000 tested, 2% active; in the data active = inhibition above about 50%
HIF-2a block: HIF-2a inhibition; 786-0 RCC cells HIF-2a reporter, luciferase luminescence, overnight; inhibition, % at 18.8 µM; 360,000 tested, 0.72% active;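 active = inhibition of the luminescence signal of 40% or more relative to plate controls, in a single-dose primary screen at 18.75 µM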
TROY NFkB inh: inhibitors of TROY-dependent NF-kB signaling | Q293 LMP1-TROYcd NF-kB luciferase reporter, 4 h | inhibition, % at 10 µM | 360,000 tested, 0.98% active | AID 1347056;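 active = compounds whose plate-normalised and pattern-corrected inhibition of the luciferase reporter signal at the single screening dose is 50% or more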
TRPM1 prom inh: reduces MITF-dependent TRPM1 promoter luciferase signal; 330,000 tested, 0.83% active; SK-MEL-5 TRPM1 promoter luciferase, 24 h; inhibition, % at 12.5 µM;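 active = mean inhibition across replicates of 60% or more, whatever share of single replicates reaches that level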; also: values of inactives mirror those of a sister screen read the other way
NR2E3 ag-1: agonists of human nuclear receptor NR2E3. Q9Y5X4. GST-NR2E3/biotin-RetCOR TR-FRET, 1536-well. inhibition of corepressor binding, % at 4.78 µM. 320,000 tested, 0.12% active. AID 2300;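 active = percent inhibition above the cutoff of mean plus 3 SD of all tested compounds, set per screening campaign, cut at about 20% in these data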;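 also: 0% = DMSO wells and 100% = biotin wells as full block of FRET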
Target sequence (Q9Y5X4 whole entry, looked up): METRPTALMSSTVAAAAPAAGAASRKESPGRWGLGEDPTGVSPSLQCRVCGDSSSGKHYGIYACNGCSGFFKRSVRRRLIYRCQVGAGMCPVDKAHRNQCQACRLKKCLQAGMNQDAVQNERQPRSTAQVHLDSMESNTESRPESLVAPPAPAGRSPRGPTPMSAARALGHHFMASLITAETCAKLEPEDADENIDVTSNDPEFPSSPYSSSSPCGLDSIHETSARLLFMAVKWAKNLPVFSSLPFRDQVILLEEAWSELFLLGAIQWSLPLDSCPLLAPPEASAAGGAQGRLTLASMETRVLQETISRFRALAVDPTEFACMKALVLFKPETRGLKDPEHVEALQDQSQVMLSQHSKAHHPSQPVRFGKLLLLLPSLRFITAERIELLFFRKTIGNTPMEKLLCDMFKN
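Material: NR2E3–RetCOR corepressor complex | Quantity: 1.35 nM GST-tagged NR2E3 final | Schedule: 5 h at 4 °C | Replication: Singlicate compound wells | Reagent: RetCOR corepressor, biotinylated, 7 nM | Controls: Biotin wells as high control, 0.6% DMSO wells as low control | Signal: TR-FRET, Eu(K)-anti-GST donor, streptavidin-D2 acceptor, ex 340, em 617/671 nm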
NR2E3 ag-2: activates human NR2E3 receptor; Q9Y5X4; CHO-S Gal4-NCOR/VP16-NR2E3 two-hybrid, luciferase; inhibition of corepressor binding, % at 3.98 µM; 360,000 tested, 0.35% active; AID 602229;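 active = inhibition above the mean of all tested compounds plus 3 SD, cut at about 70% in these data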;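 also: 0% = DMSO with NR2E3 transfected cells and 100% = cells lacking NR2E3 construct; higher means lower luciferase signal from less NR2E3 corepressor binding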
CF NFkB inh: inhibitors of cystic fibrosis induced NF-kB. KKLEB NF-kB-GFP reporter, PAF-induced, GFP fluorescence overnight. inhibition, % at 5 µM. 360,000 tested, 0.86% active;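 active = at least 50% inhibition at 5 µM, scaled per plate between neutral and stimulator controls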;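 also: PAF is a Pseudomonas aeruginosa culture filtrate used as stimulus; plate controls were PAF-stimulated DMSO wells for no effect and unstimulated DMSO wells for full effect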
Peg3 promoter: reduces Peg3 promoter-driven luciferase expression in HeLa | AID 588405 | 360,000 tested, 1.7% active | inhibition, % at 20 µM | HeLa PEG-Prom luciferase reporter, luminescence, overnight;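 active = inhibition of at least 50% at 20 µM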
KKLEB cytotox: reduces viability of KKLEB cystic fibrosis airway cells. KKLEB CF airway cells viability, ATPlite luminescence, overnight; active compounds read low; cells stimulated with P. aeruginosa culture filtrate. activity change (cytotoxicity), % at 5 µM. 360,000 tested, 0.36% active;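 active = corrected activity change at or below -50% at 5 µM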
Shn3 inh set2: reduces Shn3 3'UTR luciferase signal in osteoblasts | Clone20 osteoblast Shn3 3'UTR firefly luciferase, 24 h | inhibition, % at 12.5 µM | 360,000 tested, 0.52% active;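 active = mean inhibition of at least 75% with every replicate also reaching 75%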;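 also: 0% = median of neutral control wells and 100% = pilot-screen positive control compound; some compounds past the cut are filed as inactive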
TRAIL sens C8: sensitizes caspase-8 expressing cells to TRAIL; inhibition (viability loss, TRAIL sensitization), % at 10 µM; 360,000 tested, 1% active; NB7+C8 cells + TRAIL, ATPlite viability luminescence;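 active = compounds causing at least 50% loss of cell viability in the single-dose screen, relative to plate controls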
Active calls of the source: *; · = not tested or not shown. Not all compounds are listed; count on the stated rates, not on these rows.

Values run as follows: TRPM1 prom inh | TROY NFkB inh | TRAIL sens C8 | HIF-2a block | KKLEB cytotox | NR2E3 ag-2 | Shn3 inh set2 | TWEAK Fn14 block | Peg3 promoter | NR2E3 ag-1 | CF NFkB inh
- COc1cccc(NC(=O)CSc2nccn(-c3ccc4c(c3)OCCO4)c2=O)c1
    0 | -1 | -11 | -51 | 13 | -36 | -22 | -13 | -46 | -5 | -22
- COc1ccc(C(=O)OCC(=O)NCc2ccco2)cc1OC
    17 | 6 | -5 | 15 | -6 | -13 | 13 | -2 | -2 | -1 | 9
- OCCCNC(c1ccccc1)c1ccc(O)cc1 (stereo unspecified)
    -12 | -13 | 20 | 1 | -9 | -18 | 7 | 11 | -7 | -2 | 7
- CCOC(=O)c1[nH]c2ccccc2c1NC(=O)CC(C)(C)C
    · | 5 | 3 | 19 | -14 | -9 | 4 | -2 | 23 | 2 | 2
- COc1ccc(N2CCN(C(=O)c3ccc(NS(=O)(=O)c4ccc(F)cc4)cc3)CC2)cc1
    -7 | -51 | 2 | -40 | 4 | 13 | 20 | -26 | -23 | 2 | 6
- Cc1cc(Cl)ccc1OC(C)C(=O)NCCCn1ccnc1 (stereo unspecified)
    11 | -24 | -8 | 14 | 6 | -12 | -7 | 13 | 20 | 0 | 14
- O=C(Nc1ccccc1)c1cc(N2CCOCC2)nc2ccccc12
    17 | -11 | 2 | 7 | 0 | 22 | 12 | 1 | 7 | 2 | -8
- COc1ccc(/C=C/c2nc3ccccc3n2Cc2ccccc2OC)cc1
    -18 | 27 | 78* | -228 | -24 | -177 | -10 | 14 | -272 | 1 | 24
- COC(=O)c1cc(NC(=O)c2cc(-c3ccccc3Cl)oc2C(F)(F)F)ccc1N1CCOCC1
    3 | 16 | 15 | -1 | -7 | 6 | 23 | 18 | 9 | 0 | -13
- CCCSc1cc(N2CCCC2)nc(-c2ccccc2)n1
    3 | -19 | -11 | 15 | 2 | -11 | 6 | 15 | 19 | 0 | 10
- OC(COc1ccc2c(c1)CCC2)CN1CCN(c2cccc(Cl)c2)CC1 (stereo unspecified)
    -14 | 20 | -7 | 29 | -12 | -4 | 8 | 10 | 18 | 1 | 2
- CCN(CC)c1ccc(/C=C2\C(=N)N3N=C(CC(=O)N4CCOCC4)SC3=NC2=O)cc1
    -4 | 8 | 7 | -1 | 1 | -26 | -30 | -16 | 3 | 1 | -10
- O=C(COc1ccccc1)N(Cc1ccco1)C1CCS(=O)(=O)C1 (stereo unspecified)
    5 | -21 | -6 | 2 | -24 | -16 | -5 | 12 | 6 | -2 | 3
- CCCNC(=O)C1(C)CCN(Cc2ccc(Cl)c(Cl)c2)C1 (stereo unspecified)
    · | -7 | 6 | 2 | -4 | -3 | -11 | 8 | 1 | · | -10
- Cc1ccc(C(=O)N/C(=C\c2ccccc2)C(=O)NCc2ccncc2)cc1
    1 | 21 | -1 | 9 | 7 | 16 | 9 | 3 | 8 | -3 | -28
- CCCCN1C(=O)CN(CCc2ccccc2)C(=O)C1c1ccc(OC)cc1 (stereo unspecified)
    7 | -8 | 3 | 1 | -2 | 7 | 11 | -2 | -3 | -3 | 6
- COc1ccc(OC)c(NC(=O)NNC(=O)CCCOc2ccc(Cl)cc2C)c1
    -1 | -1 | -6 | 16 | -11 | -1 | 12 | -5 | 9 | 0 | 5
- CC(C)c1ccc(NC(=O)c2csnn2)cc1
    -83 | -30 | 49 | -224 | -1 | -99 | -97 | 10 | -162 | 6 | -11
- O=C(O)c1ccc(-n2nnnc2SCc2ccccc2F)cc1
    6 | -8 | 1 | 2 | -3 | 2 | 20 | -15 | -4 | 3 | 0
- CCCCc1c(-c2ccccc2OC)ncn1CCc1cccc(OC)c1
    · | 1 | 23 | -2 | · | -2 | · | -2 | · | · | ·
- COc1cc(C(c2sc3nc(C)nn3c2O)N2CC(C)OC(C)C2)cc(OC)c1OC (stereo unspecified)
    · | -1 | -16 | 3 | 19 | 2 | -16 | 1 | 6 | 1 | -14
- COc1ccc(C2CC(c3ccccc3OC(=O)/C=C/c3ccccc3)=NN2C(C)=O)cc1 (stereo unspecified)
    -33 | -8 | 4 | -102 | 6 | -61 | -20 | -4 | -52 | 1 | -7
- CCCCn1c(N)c(N(CCOC)C(=O)C2CCN(S(=O)(=O)c3ccc(C)cc3C)CC2)c(=O)[nH]c1=O
    6 | 13 | 12 | 2 | 14 | 11 | -17 | -8 | 0 | 1 | -8
- Cc1csc(NC(=O)CSc2ccc(-c3ccccc3)nn2)n1
    13 | 1 | -6 | -8 | 10 | -40 | 9 | 18 | -10 | -1 | -1
- COc1ccc(N(CC(=O)Nc2cccc(C(F)(F)F)c2)S(=O)(=O)c2c(C)[nH]c(=O)[nH]c2=O)cc1
    0 | -7 | -7 | 9 | 11 | -9 | -7 | 5 | -5 | 3 | 6
- Cc1ccc(NS(=O)(=O)c2ccc(N3CCN(c4ccc(O)cc4)CC3)c([N+](=O)[O-])c2)c(C)c1
    10 | 8 | 24 | 9 | -13 | -16 | 78 | 20 | 36 | -2 | 28
- CCOC(=O)C(CC)Sc1ncnc2c1nnn2-c1ccc(F)cc1 (stereo unspecified)
    -7 | 1 | 2 | -33 | 0 | -31 | 6 | 22 | -7 | -1 | 3
- NC(=O)CC(NC(=O)Cc1ccc(Br)cc1)c1ccc(NCCN2CCCC2)c([N+](=O)[O-])c1 (stereo unspecified)
    -9 | -28 | -10 | 5 | 2 | -38 | 10 | 1 | -14 | 2 | 10
- Cc1cccc(NC(=S)N(Cc2ccco2)C(C)c2cccs2)c1 (stereo unspecified)
    -2 | -20 | 1 | 2 | 8 | -9 | 23 | 24 | 23 | -3 | 2
- Cc1ccc(C(=O)OCC(=O)NCc2ccc(Cl)cc2Cl)o1
    -2 | -6 | -4 | -1 | 5 | -17 | -1 | -12 | -4 | 1 | -13
- Fc1cnc(Cl)nc1N1CCN(c2ccccc2)CC1
    -10 | 37 | 4 | -12 | 10 | 5 | -15 | -32 | -21 | 1 | -11
- Nc1nonc1-c1nc2ccccc2n1Cc1ccc(F)cc1
    -12 | 11 | 10 | 5 | -12 | -109 | -33 | -24 | 8 | -1 | -47
- C=CCN1C(=NC(=O)CC)SC2CS(=O)(=O)CC21 (stereo unspecified)
    -9 | -17 | 13 | 9 | -4 | -5 | 3 | -11 | 5 | 5 | 0
- Cc1ccc(Oc2ccc(NC(=O)Cn3ccsc3=N)cc2)cc1
    15 | -39 | 12 | 14 | -6 | 1 | -18 | 17 | 53* | 0 | 4
- COc1ccc(C(=O)NNC(=O)c2cc3cc([N+](=O)[O-])ccc3oc2=O)cc1OC
    10 | -9 | -11 | 19 | -13 | -4 | -22 | 9 | 12 | 0 | 5
- O=C(Nc1ccc2nc(-c3ccccn3)[nH]c2c1)C1CCCCC1
    -31 | -49 | 53* | -235 | 1 | -74 | -38 | -33 | -196 | -1 | -4
- Cc1ccccc1NC(=O)C1CCCN(c2nnc(N3CCCC3=O)s2)C1 (stereo unspecified)
    6 | 5 | 32 | 0 | 0 | 1 | -7 | -34 | 18 | -1 | -10
- Cc1c(C)c2ccc(OCC(=O)N3CCC(C(=O)O)CC3)c(C)c2oc1=O
    -3 | -29 | 10 | 7 | 7 | -20 | 0 | 6 | 12 | 1 | -16
- COc1ccc(S(=O)(=O)N2CCOCC2)cc1NC(=O)COC(=O)C1COc2ccccc2O1 (stereo unspecified)
    9 | 69* | 4 | -161 | -7 | -91 | -90 | 43 | -193 | 5 | 2
- C[C@@H]1CN([C@H](C)CO)C(=O)c2cc(-c3ccccc3)cnc2O[C@@H]1CN(C)C(=O)C1CCOCC1
    · | -4 | 8 | 7 | 8 | -19 | -3 | -9 | -15 | · | -16
- Cc1nc(C)c(C(=O)C2=C(O)C(=O)N(CCN3CCOCC3)C2c2cccs2)s1 (stereo unspecified)
    -4 | -18 | -4 | -17 | -3 | -10 | -15 | -21 | -10 | 3 | 4
- Cc1ccc(NC(=O)C2CC(c3ccc(F)cc3)=NO2)cc1 (stereo unspecified)
    -5 | -10 | -4 | 17 | 9 | -34 | -21 | 1 | -2 | 2 | -4
- COc1ccccc1C(=O)NCC(=O)NNC(=O)C1COc2ccccc2O1 (stereo unspecified)
    7 | -11 | 10 | 10 | 14 | -7 | 0 | 2 | 1 | 3 | -16
- Cc1ccccc1OCCNC(=O)/C=C/c1ccccc1
    -15 | -34 | 0 | -68 | -6 | -60 | -15 | -4 | -45 | 5 | 4
- Cc1ccc(Nc2c(F)c(F)c(F)c(F)c2C(=O)O)c(C)c1
    0 | -5 | 1 | 19 | -2 | 5 | -8 | -7 | 7 | 0 | 24
- CC(C)c1nc(NCC2CCCO2)c(C#N)c2c1COC(C)(C)C2 (stereo unspecified)
    10 | -3 | -12 | 19 | -2 | -6 | 6 | 5 | 19 | -1 | 15
- O=C(CSc1ccccn1)Nc1cccc(S(=O)(=O)N2CCCC2)c1
    -3 | -10 | 7 | -1 | 13 | -8 | 20 | 14 | 2 | 0 | -7
- O=C(CSc1nnc(CNC(=O)c2c(F)cccc2Cl)o1)Nc1ccc2c(c1)OCO2
    3 | 9 | 16 | 7 | -2 | 11 | -6 | 18 | 5 | -1 | -3
- O=C1C=C(c2ccccc2)OC(c2ccccc2)O1 (stereo unspecified)
    2 | -29 | 5 | 1 | -1 | -40 | -30 | -10 | -40 | -1 | 8

At a glance, six of the compounds above:
Values run as follows: TRPM1 prom inh | TROY NFkB inh | TRAIL sens C8 | HIF-2a block | KKLEB cytotox | NR2E3 ag-2 | Shn3 inh set2 | TWEAK Fn14 block | Peg3 promoter | NR2E3 ag-1 | CF NFkB inh
- Cc1ccccc1OCCNC(=O)/C=C/c1ccccc1
    -15 | -34 | 0 | -68 | -6 | -60 | -15 | -4 | -45 | 5 | 4
- Cc1ccc(Nc2c(F)c(F)c(F)c(F)c2C(=O)O)c(C)c1
    0 | -5 | 1 | 19 | -2 | 5 | -8 | -7 | 7 | 0 | 24
- CC(C)c1nc(NCC2CCCO2)c(C#N)c2c1COC(C)(C)C2 (stereo unspecified)
    10 | -3 | -12 | 19 | -2 | -6 | 6 | 5 | 19 | -1 | 15
- O=C(CSc1ccccn1)Nc1cccc(S(=O)(=O)N2CCCC2)c1
    -3 | -10 | 7 | -1 | 13 | -8 | 20 | 14 | 2 | 0 | -7
- O=C(CSc1nnc(CNC(=O)c2c(F)cccc2Cl)o1)Nc1ccc2c(c1)OCO2
    3 | 9 | 16 | 7 | -2 | 11 | -6 | 18 | 5 | -1 | -3
- O=C1C=C(c2ccccc2)OC(c2ccccc2)O1 (stereo unspecified)
    2 | -29 | 5 | 1 | -1 | -40 | -30 | -10 | -40 | -1 | 8
